ADAM17 inh: inhibits human ADAM17. 0.83% of 370,000 active. recombinant ADAM17, EDANS/DABCYL FRET peptide cleavage. inhibition, % at 6.95 µM. AID 720648;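 active = inhibition above the mean of compounds lying between control limits plus 3 SD, set per campaign, cut at about 8.5% in these data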;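 also: 0% = DMSO-only wells as the low control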
DAX1 inh-1: NR0B1 (DAX1) inhibition. inhibition, % at 6.75 µM. 0.99% of 340,000 active. AID 504766. HEK293 Gal4-DAX1 luciferase reporter, luminescence;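 active = inhibition above the mean over all tested compounds plus 3 SD, cut at about 4.2% in these data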;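 also: 0% = DAX1-transfected cells with DMSO and 100% = empty-vector control cells with DMSO; inhibition shows as a rise in luminescence from relieved DAX1 repression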
Target sequence (P51843 207-470 limits assumed): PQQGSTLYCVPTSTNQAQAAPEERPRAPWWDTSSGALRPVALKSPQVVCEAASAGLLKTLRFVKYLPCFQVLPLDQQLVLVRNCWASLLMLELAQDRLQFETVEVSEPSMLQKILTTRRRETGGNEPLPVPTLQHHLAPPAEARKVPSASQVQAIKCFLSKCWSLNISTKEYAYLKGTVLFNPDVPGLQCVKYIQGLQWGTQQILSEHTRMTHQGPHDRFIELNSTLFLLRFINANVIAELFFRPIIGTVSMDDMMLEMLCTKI
PLCg1 inh: inhibitors of human phospholipase C gamma1. inhibition, % at 12.2 µM. 0.84% of 370,000 active. AID 720700. P19174. purified PLC-gamma1, fluorogenic substrate, fluorescence; in the data active = inhibition above about 9.5%
hgDAF-12 ag: hgDAF-12 agonism, primary luciferase screen; 1.8% of 370,000 active; HEK293 GAL4-hgDAF12 UAS-luciferase reporter, agonist luminescence; normalized to butyrate control; activation, % at 6.8 µM;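 active = activation above a cutoff set at the mean of all screened compounds plus 3 SD, cut at about 10% in these data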;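 also: 0% = DMSO wells and 100% = sodium butyrate wells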
ssDAF12 agonist: activators of S. stercoralis DAF-12 nuclear receptor; AID 652126; activation, % at 6.8 µM; 1% of 370,000 active; HEK293 ssDAF-12/GRIP1 lit1-tk-luc reporter, luminescence; % of 3 µM dafachronic acid response;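 active = activation above the mean over all tested compounds plus 3 SD, cut at about 0.9% in these data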;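 also: 0% = DMSO-only wells and 100% = 3 µM delta7-dafachronic acid wells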
Rev-erbA mod: Rev-erb alpha (human) modulation. AID 1259318. Rev-erbα–FITC-DNA binding, fluorescence polarization, 90 min. P20393. 0.79% of 370,000 active. activity, % at 10 µM;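 active = activity above about 14%, limit read from the data; passing the limit was not always enough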;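 also: 0% = DMSO wells with 35 nM protein and 100% = DMSO wells with 750 nM protein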
DAX1 inh-2: inhibitors of DAX1 repression of SF-1 activated StAR promoter | HEK293T StAR-luciferase reporter, SF-1/DAX-1 repression relief | inhibition, % at 6.8 µM | 1.1% of 370,000 active | AID 652010;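 active = inhibition above the mean over all tested compounds plus 3 SD, cut at about 3.6% in these data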;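 also: 0% = DAX-1 cells with DMSO and 100% = cells lacking DAX-1 with DMSO; higher inhibition means more luminescence from relief of DAX-1 repression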
hcDAF-12 act: activators of H. contortus DAF-12 nuclear receptor | HEK293 hcDAF-12 lit1-tk-luc reporter, luminescence; 0% DMSO, 100% Δ7-dafachronic acid | activation, % at 6.8 µM | 1.4% of 370,000 active;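 active = activation above the mean of all tested compounds plus 3 SD, cut at about 5.5% in these data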;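 also: 100% = response to 3 µM Δ7-dafachronic acid high control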
PLCb3 inh: inhibitors of human phospholipase C beta3; Q01970; Purified PLC-beta3, fluorogenic substrate, fluorescence; inhibition, % at 12.2 µM; 0.18% of 370,000 active; in the data active = inhibition above about 11%;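 also: 0% = median of compound wells on plate and 100% = full blocker control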
SMARCA2 activ: activators of SMARCA2 function; MG213 cells, MMTV-luciferase reporter, dexamethasone, overnight; activation, % at 9.1 µM; 1% of 370,000 active; AID 652017; in the data active = activation above about 7.8%;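 also: 0% = vehicle wells and 100% = reference activator wells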
MBD2 DNA inh: inhibitors of human MBD2 binding to methylated oligonucleotide. Q9UBB5. TR-FRET. inhibition, % at 4.4 µM. 0.31% of 370,000 active; in the data active = inhibition above about 13%
Target sequence (Q9UBB5 whole entry, looked up): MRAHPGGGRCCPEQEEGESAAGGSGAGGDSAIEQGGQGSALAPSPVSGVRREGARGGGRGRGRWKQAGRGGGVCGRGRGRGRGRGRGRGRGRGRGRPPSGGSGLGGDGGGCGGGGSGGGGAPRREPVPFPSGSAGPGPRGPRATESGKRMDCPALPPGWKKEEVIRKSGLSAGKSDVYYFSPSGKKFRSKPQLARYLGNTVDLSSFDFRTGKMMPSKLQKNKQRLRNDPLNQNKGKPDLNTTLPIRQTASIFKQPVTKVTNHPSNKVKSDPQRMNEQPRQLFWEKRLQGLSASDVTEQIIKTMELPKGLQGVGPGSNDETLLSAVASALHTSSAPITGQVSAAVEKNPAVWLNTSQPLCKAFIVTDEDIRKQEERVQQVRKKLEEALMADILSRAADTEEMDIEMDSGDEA
An asterisk follows results filed as active; x = not tested or not shown. Not all compounds are listed. The share of hits here may be higher or lower than overall.

Values in the order – ADAM17 inh	DAX1 inh-1	PLCg1 inh	hgDAF-12 ag	ssDAF12 agonist	Rev-erbA mod	DAX1 inh-2	hcDAF-12 act	PLCb3 inh	SMARCA2 activ	MBD2 DNA inh
> CCOC(=O)C1(c2ccccc2)CCN(CC(=O)Nc2ccc(C)cc2)CC1
  2	-0.5	-1	2.9	-1.2	-8	-0.4	0.4	0	-2	2
> c1ccc(CNCCc2ccc3c(c2)OCO3)nc1
  0	0.8	3	1.0	-1.3	4	-0.1	-1.7	3	-1	4
> N=c1c2c(-c3ccccc3)c(-c3ccccc3)n(Cc3ccccc3)c2ncn1C1CCC(O)CC1 (stereo not drawn)
  0	x	-2	1.2	-0.7	0	-2.1	-0.6	-3	3	-2
> NCCCP(=O)(O)CCc1ccccc1
  2	-0.6	7	1.1	-0.2	1	-0.1	-1.9	6	-2	-2
> O=C1NC(=O)C2(Cc3ccccc3N3CCCC32)C(=O)N1Cc1ccccc1 (stereo not drawn)
  -5	1.1	-7	-1.8	-1.0	11	-0.5	2.3	-12	-3	-1
> COc1ccc(OC)c(-n2c(O)c(C=NCc3ccc4c(c3)OCO4)c(=O)[nH]c2=O)c1
  -2	0.1	-2	1.8	-1.3	-8	0.2	1.2	4	-3	0
> C=CCn1c(O)c(C(CC)=NCc2cc(OC)cc(OC)c2)c(=O)[nH]c1=O
  -5	0.5	1	0.5	-0.8	7	-1.2	-1.4	-1	-2	2
> COc1ccc(OC)c(-n2c(O)c(C=Nc3c(C)n(C)n(-c4ccccc4)c3=O)c(=O)[nH]c2=S)c1
  1	x	-9	0.5	0.4	-2	-0.1	-0.5	-16	1	-3
> COc1ccc(-n2c(C)nc3cc(C(=O)N4CCC5(CC4)OCCO5)ccc32)cc1
  0	-0.4	-4	0.6	-1.6	-2	-0.7	-2.5	-5	-1	4
> CCCCCCn1c(=O)c(C(=O)Nc2ncccc2O)c(O)c2ccccc21
  1	0.3	6	-0.8	-1.1	-8	0.1	-0.4	-8	-3	-5
> CCCCN1C(=O)/C(=C/c2ccc(N(C)C)cc2)C(=O)N(Cc2ccco2)C1=O
  0	0.1	-14	-1.3	-0.8	-4	0.7	-0.7	-18	4	2
> Cc1cc(C)nc(/N=C(\N)c2c(O)[nH]c(=O)[nH]c2=O)n1
  2	1.3	5	-1.2	-1.3	-1	0.3	0.4	-1	3	-2
> CC(C)(C)C(=O)O[C@H]1CC[C@@]2(C)C(=CC(=O)C3C2CC[C@]2(C)C(=O)CCC32)C1 (stereo partly drawn)
  -7	0.0	0	0.8	-0.5	-2	-1.3	-0.1	-3	-3	3
> Cc1ccc(CN2CCN(C)CC2)c(C)c1
  0	-1.4	0	-0.9	-1.0	10	0.1	-1.2	4	1	0
> N#C/C=C/C#N
  0	-0.1	1	1.2	-1.3	2	0.3	-0.2	5	2	3
> CCC(=NCCc1ccccc1)c1c(O)n(C)c(=O)n(C)c1=O
  -5	-2.2	-1	-4.4	-1.8	-2	-0.9	-3.4	-8	-7	5
> CCOc1cc2c(cc1OCC)-n1cccc1C(c1ccc(OC)c(OC)c1)NC2 (stereo not drawn)
  -2	-1.3	6	-2.5	-1.5	-2	-0.1	-2.2	-4	-4	0
> CC1CN1P(=S)(c1ccccc1)N1CC1C (stereo not drawn)
  -2	-0.2	2	-1.8	-1.4	1	-0.4	-1.5	-3	1	2
> CN1CCN(Cc2ccc(Br)s2)CC1
  -2	-1.3	1	1.5	-0.6	-3	0.4	-1.8	4	0	1
> COc1ccc(CC(=O)N2CCN(C)CC2)cc1OC
  0	0.4	0	-0.3	-1.6	-3	-0.2	-0.8	1	5	4
> Cc1cc(C(=O)OCC(=O)Nc2ccccc2F)c(C)n1C1CC1
  -5	0.1	-2	9.7	-0.7	1	2.3	-0.4	-4	2	0
> c1cc(CNCCc2ccc3c(c2)OCO3)ccn1
  -1	-0.2	-2	-0.4	-1.2	-2	0.3	-2.4	4	1	1
> CCC(NC(=O)OC(C)(C)C)C(=O)Oc1cc(C)cc2oc(=O)c3c(c12)CCC3 (stereo not drawn)
  -6	0.0	-8	0.0	-1.7	-5	-1.0	-0.4	-9	-3	-2
> CCCC(=O)OCC[N+](C)(C)C
  2	-0.3	2	-2.6	-1.7	-2	0.2	-2.0	4	2	2
> O=C(c1ccc(F)c([N+](=O)[O-])c1)N1CC2CC(C1)c1cccc(=O)n1C2 (stereo not drawn)
  1	4.1	7	0.0	-0.8	-4	0.0	0.1	-2	5	-5
> Cc1ccc(/C=C2\C(=O)NC(=O)N(Cc3ccccc3Cl)C2=O)o1
  -4	1.5	-10	2.9	-0.9	-3	-0.3	-0.8	-13	1	2
> CC(C)CCCn1c(O)c(/C=C2/C=CC=N2)c(=O)[nH]c1=O
  -1	1.2	-3	2.2	-1.3	-2	0.1	0.0	4	-1	0
> COC(=O)C1=C(c2ccc(C(C)=O)cc2)C[C@@H]2CC[C@H]1N2C(=O)NCc1ccc(F)cc1
  -2	-0.4	-1	0.4	-1.6	2	-0.2	-0.6	1	0	3
> CCCNC(=O)N1[C@H]2CC[C@@H]1C(C(=O)OC)=C(c1ccc(OC)c(OC)c1)C2
  3	-0.9	8	-0.2	-1.0	0	-0.6	-0.4	-1	0	-3
> Clc1ccc([C@@H]2CC3CCC2N3)cn1 (stereo partly drawn)
  -4	x	-1	1.9	-1.4	-3	0.1	1.4	4	5	-1

Further records:
Structure	ADAM17 inh	DAX1 inh-1	PLCg1 inh	hgDAF-12 ag	ssDAF12 agonist	Rev-erbA mod	DAX1 inh-2	hcDAF-12 act	PLCb3 inh	SMARCA2 activ	MBD2 DNA inh
CC(C)(C)NS(=O)(=O)c1ccc(OCC(=O)N2CCN(Cc3ccccc3)CC2)cc1	1	-1.5	3	0.1	-2.1	-1	-2.0	-2.1	2	-4	1
CC1(C)C2([N+](=O)[O-])CN3CN(C2)CC1([N+](=O)[O-])C3	-2	0.6	3	-1.2	-1.1	2	0.5	-1.7	2	-4	4
COc1ccc(NP(=O)(Oc2ccccc2OC)Oc2ccccc2OC)cc1	-2	-2.9	-2	-2.8	-1.2	8	-0.8	-0.3	-1	-1	2
CSc1ccc(CN2CCN(C(=O)COc3cccc(C)c3)CC2)cc1	0	0.1	1	-2.7	-2.3	4	-0.9	-0.9	-2	-1	-3
COC(=O)C1=C(C(=O)OC)SC2(S1)C(C(=O)OC)=C(C(=O)OC)Sc1c2ssc1=O	-1	-2.7	-47	-4.7	-0.6	11	-0.1	1.9	-73	62*	-18
O=C1Nc2ccccc2C(c2ccccc2)=NC1O (stereo not drawn)	-2	-1.1	2	-0.3	-1.2	1	-0.1	-1.2	-2	2	3
CC(=O)NC(Cc1ccc(N(CCCl)CCCl)cc1)C(=O)O (stereo not drawn)	-4	2.1	1	-0.6	-1.0	-1	0.0	-1.4	-3	-3	5
CN(C)c1ccc(/C=C/C=C/c2sc3ccccc3[n+]2C)cc1	-1	-1.4	-8	-5.8	-1.1	-6	-1.5	-1.3	-17	-8	-23
COc1cc(C(=O)N2Cc3ccc(Br)cc3-n3nncc3C2)cc(OC)c1OC	-4	x	1	1.0	-1.1	1	-1.1	-0.8	2	1	6
Cc1cc(NC(=O)CCl)nn1C	5	-2.4	13*	-2.4	0.3	-9	-3.3	-1.4	3	-3	2
COc1ccc(NP(=O)(Oc2ccc(Cl)cc2)Oc2ccc(Cl)cc2)cc1OC	12*	1.3	3	-3.3	-1.0	3	-0.2	-2.6	4	-2	1
O=[N+]([O-])[N-][n+]1cnn(Cc2ccccc2)c1	-2	1.1	0	-0.4	-1.4	-1	0.7	0.6	-6	-3	-3
CCCCn1c(O)c(C(CC)=NC(C)c2ccccc2)c(=O)[nH]c1=O (stereo not drawn)	-2	-1.3	0	-2.9	-1.5	3	-0.8	-1.6	2	-1	-2
COC(=O)CNC(=O)c1cn(CCC#N)nc1-c1ccc(F)cc1	-4	0.1	2	-1.9	-0.8	-5	-0.3	1.5	-5	0	7
C[C@H](CO)N1C[C@H](C)[C@@H](CN(C)C(=O)Oc2ccc3ccccc3c2)OCc2cn(nn2)CCCC1=O	-2	-0.6	1	-0.2	-0.7	3	-0.3	-0.1	-1	-2	3
CN1CCN(c2c[nH]c(=O)[nH]c2=O)CC1	0	-1.2	5	1.8	-1.2	-2	0.4	-0.5	-1	0	1

Record cards, from the list above. Order of values: ADAM17 inh, DAX1 inh-1, PLCg1 inh, hgDAF-12 ag, ssDAF12 agonist, Rev-erbA mod, DAX1 inh-2, hcDAF-12 act, PLCb3 inh, SMARCA2 activ, MBD2 DNA inh
Record of C[C@H](CO)N1C[C@H](C)[C@@H](CN(C)C(=O)Oc2ccc3ccccc3c2)OCc2cn(nn2)CCCC1=O : -2, -0.6, 1, -0.2, -0.7, 3, -0.3, -0.1, -1, -2, 3
Record of COC(=O)C1=C(C(=O)OC)SC2(S1)C(C(=O)OC)=C(C(=O)OC)Sc1c2ssc1=O : -1, -2.7, -47, -4.7, -0.6, 11, -0.1, 1.9, -73, 62*, -18
Record of CC1(C)C2([N+](=O)[O-])CN3CN(C2)CC1([N+](=O)[O-])C3 : -2, 0.6, 3, -1.2, -1.1, 2, 0.5, -1.7, 2, -4, 4
Record of CC(=O)NC(Cc1ccc(N(CCCl)CCCl)cc1)C(=O)O (stereo not drawn) : -4, 2.1, 1, -0.6, -1.0, -1, 0.0, -1.4, -3, -3, 5

Shown as labelled records: part of the list above.
COC(=O)CNC(=O)c1cn(CCC#N)nc1-c1ccc(F)cc1
  ADAM17 inh: -4 | DAX1 inh-1: 0.1 | PLCg1 inh: 2 | hgDAF-12 ag: -1.9 | ssDAF12 agonist: -0.8 | Rev-erbA mod: -5 | DAX1 inh-2: -0.3 | hcDAF-12 act: 1.5 | PLCb3 inh: -5 | SMARCA2 activ: 0 | MBD2 DNA inh: 7

C[C@H](CO)N1C[C@H](C)[C@@H](CN(C)C(=O)Oc2ccc3ccccc3c2)OCc2cn(nn2)CCCC1=O
  ADAM17 inh: -2 | DAX1 inh-1: -0.6 | PLCg1 inh: 1 | hgDAF-12 ag: -0.2 | ssDAF12 agonist: -0.7 | Rev-erbA mod: 3 | DAX1 inh-2: -0.3 | hcDAF-12 act: -0.1 | PLCb3 inh: -1 | SMARCA2 activ: -2 | MBD2 DNA inh: 3

Screens as filed in PubChem BioAssay.
